Nrf2 block: blocks Nrf2 signaling; Potency, µM (series often up to 46 µM), inactives show at the top dose activity change, negative = inhibition, actives largely listed as inhibitors; AID 504444; A549 ARE-Fluc reporter, luciferase luminescence, 18-24 h; actives 2.1% (n = 360,000); also: nearly all actives have a fitted effect of over 60% in size
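Nrf2 activity is the BugLite luminescence, read 15 min after reagent at room temperature, following CellTiter-Fluor cytotoxicity readout (30 min, 37C). Compound titrations were applied for 18-24 h to 5000 A549 ARE_Fluc cells/well in 5% FBS OPTI-MEM.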
A549 tox: A549 cytotoxicity, counter-screen for Nrf2 inhibitors. AID 504648. Potency, µM (series often up to 46 µM), for the others: top-dose activity change, negative = cytotoxicity, most hits filed as inhibitors. A549 ARE-Fluc cells, CellTiter-Fluor viability, 18-24 h. actives 0.16% (n = 390,000)
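A549 ARE_Fluc cells in 5% FBS OPTI-MEM were exposed to compounds in concentration-response for 18-24 h at 37 deg C. Viability was read by CellTiter-Fluor fluorescence (Ex 405/Em 525) after 30 min, before the luciferase read.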
Starred values were filed as active, the others as inactive; ? = inconclusive; & = joins results of further samples; [ ] = dose if it differs, or a comment. Calls follow the shape of the dose curve; as a rule, active = well fitted curve in the direction sought with a large enough effect; inconclusive = small, poorly fitted or top-dose-only effect, or another doubt; inactive = no such curve, though single readings can be large; an effect the other way counts as inactive or inconclusive. % is scaled to controls: 0 for no effect and ±100 for the full control effect; potency is read from the fitted curve at half-maximal effect. An excerpt, so the mix of outcomes need not match the whole.

| SMILES | Nrf2 block | A549 tox |
| --- | --- | --- |
| O=S(=O)(c1ccccc1)N1CCN(S(=O)(=O)c2ccc3c(c2)OCCO3)CC1 | 12% | -1% |
| COc1ccc2c(c1)c1nnc(SCCN3CCOCC3)nc1n2C | 6% | 1% |
| COc1ccccc1C1c2c(ncn(-c3ccccc3)c2=N)Oc2ccc3ccccc3c21 (stereo not given) | 23µM* | 21µM* |
| N#CN1CCC(NC(=O)c2cccc(C(F)(F)F)c2)CC1 | 1% | -2% |
| O=S(=O)(c1ccc2c(c1)OCCO2)N1CCN(c2nc(-c3cccs3)nc3ccccc23)CC1 | -25%&-32% | 7%&-1% |
| O=S(=O)(c1cnc2ccccc2c1)N1CCN(c2nc(-c3cccs3)nc3ccccc23)CC1 | 0% | 14% |
| O=S1(=O)N=C(Sc2ccc3c(c2)OCCO3)c2ccccc21 | -30% | 0% |
| c1ccc(CNCc2nnc(-c3cc4ccccc4[nH]3)s2)cc1 | ? | -2% |
| Cc1ccc(-c2nc3ccc(Cl)cn3c2Nc2ccccc2)o1 | 5% | -1% |
| O=S1(=O)N=C(Oc2ccc(-c3ccccc3)cc2)c2ccccc21 | 16% | 6% |
| O=C(Nc1cc(C(F)(F)F)ccc1Cl)C(O)Cc1ccccc1 (stereo not given) | 7% | -7% |
| Nc1ccc(S(=O)(=O)N2CCN(S(=O)(=O)c3c(F)cccc3F)CC2)cc1 | -1% | 1% |
| Cc1nc(N2CCN(C)CC2)c2nnn(Cc3ccccc3)c2n1 | 21% | -6% |
| Fc1c(-c2ccc3ncnc(NCc4cccs4)c3c2)ccc2c1OCO2 | ? | -2% |
| CC(=O)c1ccc(-c2csc3ncnc(Sc4nnnn4C)c23)cc1 | ? | -2% |
| COc1cc(OC)cc(C2=Nn3c(nnc3-c3ccccc3OC)SC2)c1 | 10% | -3% |
| O=C(OCC#CCSc1nnc(-c2cccc3ccccc23)o1)c1sccc1Cl | 2% | -13% |
| Cc1ccccc1Nc1c(-c2ccc(Cl)s2)nc2ccccn12 | 2% | 4% |
| COc1ccc2c(c1)Oc1ncn(CCN3CCOCC3)c(=N)c1C2c1ccc(OC)c(OC)c1 (stereo not given) | 5% | 1% |
| O=C(CCc1ccccc1)Nc1ncnc2c1C(c1ccccc1)c1c(ccc3ccccc13)O2 (stereo not given) | 4.6µM* | -7% |

Sorted by length of the SMILES (lowest first): part of the list above.
| SMILES | Nrf2 block | A549 tox |
| --- | --- | --- |
| Cc1ccc(-c2nc3ccc(Cl)cn3c2Nc2ccccc2)o1 | 5% | -1% |
| Cc1nc(N2CCN(C)CC2)c2nnn(Cc3ccccc3)c2n1 | 21% | -6% |
| O=S1(=O)N=C(Oc2ccc(-c3ccccc3)cc2)c2ccccc21 | 16% | 6% |
| COc1cc(OC)cc(C2=Nn3c(nnc3-c3ccccc3OC)SC2)c1 | 10% | -3% |
| O=S(=O)(c1cnc2ccccc2c1)N1CCN(c2nc(-c3cccs3)nc3ccccc23)CC1 | 0% | 14% |

Additional structures follow:
| SMILES | Nrf2 block | A549 tox |
| --- | --- | --- |
| O=C(c1ccc2c(=O)n(Cc3ccco3)c(=S)[nH]c2c1)N1CCCC1 | -27% | -4% |
| Oc1ccc(/C=C/c2c(F)cccc2F)c2cccnc12 | 1% | -6% |
| CCCN1CNc2c(c(=O)[nH]c(=S)n2CCc2ccc(Cl)cc2Cl)C1 | 4% | 15% |
| Cc1ccc(NS(=O)(=O)c2cccc(C(=O)O)c2)cc1C | ? | 4% |
| COc1ccc(-c2ccc3ncnc(NCc4ccc(C)o4)c3c2)cc1OC | -23% | -15% |
| CCCN1CNc2c(c(=O)[nH]c(=S)n2CCCc2ccccc2)C1 | -8% | 5% |
| CCn1cnc2c(NCc3cccnc3)nc(C#N)nc21 | ? | -2% |
| COc1ccc(C2Nc3ccccc3C(=O)N2Cc2cccc3ccccc23)cc1COc1ccc(NC(C)=O)cc1 (stereo not given) | ? | -1% |
| Cc1cc(C)n2c(Nc3ccccc3)c(-c3ccc(C)o3)nc2n1 | ? | -5% |
| O=S(=O)(NCCNc1nc(-c2ccco2)nc2ccccc12)c1ccccc1 | 12% | -3% |
| O=C(c1ccccc1O)N(Cc1ccccc1)Cc1ccccc1 | 3% | 4% |
| Cc1ccc(S(=O)(=O)N2CCN(c3nc(C(N)=O)nc4ccccc34)CC2)cc1 | 5% | 2% |
| O=C(CNC(=O)c1ccccc1)N[C@@H](C(=O)Nc1cc(C(F)(F)F)ccc1Cl)c1ccccc1 | ? | -2%&-10% |
| COc1ccc(CNCc2ccccc2)cc1COc1ccc(NC(C)=O)cc1 | 3% | 0% |
| COc1ccc(-c2nc3ccccc3c(=O)n2Cc2ccc(CNC(=O)CO)cc2)cc1COc1ccc(NC(C)=O)cc1 | ? | -16% |
| COc1ccc(C2Nc3ccccc3C(=O)N2Cc2ccccc2)cc1COc1ccccc1OC (stereo not given) | -27% | 2% |
| COc1cc(F)c(S(=O)(=O)N2CCN(S(=O)(=O)c3ccc(NC(C)=O)cc3)CC2)c(F)c1 | -6% | 6% |
| Cc1cc2c(s1)c1cnn(Cc3ccc(F)c(F)c3F)c(=O)c1n2C | -4% | 2% |
| C=CCc1cc(F)c(S(=O)(=O)N2CCN(S(=O)(=O)c3ccc4c(c3)OCCO4)CC2)cc1F | 14% | -1% |
| CCCN1CNc2c(c(=O)[nH]c(=S)n2CCc2cccc(OC)c2OC)C1 | 7% | 9% |

Filtered by structure: the compounds so far containing a carbonyl joined to an NH by a bond outside any ring.
| SMILES | Nrf2 block | A549 tox |
| --- | --- | --- |
| N#CN1CCC(NC(=O)c2cccc(C(F)(F)F)c2)CC1 | 1% | -2% |
| O=C(Nc1cc(C(F)(F)F)ccc1Cl)C(O)Cc1ccccc1 (stereo not given) | 7% | -7% |
| O=C(CCc1ccccc1)Nc1ncnc2c1C(c1ccccc1)c1c(ccc3ccccc13)O2 (stereo not given) | 4.6µM* | -7% |
| COc1ccc(C2Nc3ccccc3C(=O)N2Cc2cccc3ccccc23)cc1COc1ccc(NC(C)=O)cc1 (stereo not given) | ? | -1% |
| Cc1ccc(S(=O)(=O)N2CCN(c3nc(C(N)=O)nc4ccccc34)CC2)cc1 | 5% | 2% |
| O=C(CNC(=O)c1ccccc1)N[C@@H](C(=O)Nc1cc(C(F)(F)F)ccc1Cl)c1ccccc1 | ? | -2%&-10% |
| COc1ccc(CNCc2ccccc2)cc1COc1ccc(NC(C)=O)cc1 | 3% | 0% |
| COc1ccc(-c2nc3ccccc3c(=O)n2Cc2ccc(CNC(=O)CO)cc2)cc1COc1ccc(NC(C)=O)cc1 | ? | -16% |
| COc1cc(F)c(S(=O)(=O)N2CCN(S(=O)(=O)c3ccc(NC(C)=O)cc3)CC2)c(F)c1 | -6% | 6% |

Next part.
| SMILES | Nrf2 block | A549 tox |
| --- | --- | --- |
| CC(=O)N(c1ccc(Cl)cc1)C1SC(=O)N(c2ccc(C)cc2)C1=O (stereo not given) | 13% | 3% |
| COc1ccc(C2c3ccccc3Oc3ncn(CCN4CCOCC4)c(=N)c32)cc1OC (stereo not given) | ? | 0% |
| CC(C)(C)OC(=O)CC(=O)NNC(=O)c1cc2ccccc2[nH]1 | -15% | -6% |
| COc1cccc(N2C(=O)c3ccccc3C2=O)c1 | 6% | 8% |
| COc1ccc(CN(Cc2ccccc2)C(=O)c2ccco2)cc1COc1ccc(NC(C)=O)cc1 | ? | -5% |
| COc1ccc(CN(Cc2ccccc2)C(=O)c2ccc(NC(C)=O)cc2)cc1COc1ccc(NC(C)=O)cc1 | ? | -4% |
| COc1cc2ncnc(N(C)Cc3csc(C)n3)c2cc1-c1ccc2c(c1)OCO2 | ? | 0% |
| CN(Cc1cncn1C)c1ncnc2ccc(-c3ccc4c(c3)OCO4)cc12 | 0% | ? |
| Nc1cc(S(=O)(=O)N2CCN(S(=O)(=O)c3ccc4c(c3)OCCO4)CC2)ccn1 | 2% | 0% |
| COc1cc(OC)cc(C2=Nn3c(nnc3-c3ccccc3O)SC2)c1 | ? | 1% |
| CCCN1CNc2c(c(=O)[nH]c(=O)n2CCc2ccc(OC)c(OC)c2)C1 | 4% | 10% |
| O=S(=O)(c1ccc2c(Cl)cccc2c1)N1CCN(c2nc(-c3cccs3)nc3ccccc23)CC1 | 8% | 7% |
| N=c1c2c(ncn1-c1ccccc1)Oc1ccc3ccccc3c1C2c1ccc2c(c1)OCCO2 (stereo not given) | ? | ? |
| O=[S+]([O-])(c1ccc2c(c1)OCCO2)N1CCN([S+](=O)([O-])c2ccc(F)cc2Br)CC1 | -11% | 4% |
| O=C1c2ccccc2C(=O)N1c1cccc2ccncc12 | 6% | 5% |
| O=S(=O)(c1nccs1)N1CCN(c2nc(-c3cccs3)nc3ccccc23)CC1 | ? | -1% |
| COc1ccc(Cn2ncc3c4sc(C)cc4n(C)c3c2=O)cc1 | 2% | -4% |
| O=C1CCCC2=C1C1(CCSC1)N=C(Nc1nc3ccccc3o1)N2 (stereo not given) | -5% | -2% |
| Cc1c(Br)cc(F)c([S+](=O)([O-])N2CCN([S+](=O)([O-])c3ccc4c(c3)OCCO4)CC2)c1F | 8% | 1% |
| CCCN1CNc2c(c(=O)[nH]c(=S)n2CCc2c(Cl)cccc2Cl)C1 | 3% | 0% |
| COc1ccc(C(=O)N(Cc2ccco2)Cc2ccco2)c(O)c1 | 12% | 7% |
| O=C(c1ccc2c(=O)n(CC3CCCO3)c(=S)[nH]c2c1)N1CCN(C(=O)c2ccco2)CC1 (stereo not given) | -1% | 9% |
| Cc1cccc(Nc2nc(C#N)nc(NC3CCCC3)n2)c1 | ? | ? |
| O=S1(=O)N=C(Oc2ccc(C(F)(F)F)cc2)c2ccccc21 | 7% | 1% |
| COc1cccc(C2c3c(ncn(-c4cccc(F)c4)c3=N)Oc3ccc4ccccc4c32)c1 (stereo not given) | ? | -1% |
| Cn1nnnc1Sc1ncnc2scc(-c3ccc(C(=O)OC(C)(C)C)cc3)c12 | 10% | -2% |
| O=C(c1ccco1)N1CCN(/C=C2\Nc3ccccc3C(=O)N2c2ccc(F)cc2)CC1 | -5% | -1% |
| O=S1(=O)N=C(Oc2ccccc2C(F)(F)F)c2ccccc21 | ? | 3% |
| COc1cccc(C2=Nn3c(nnc3-c3cccc(OC)c3OC)SC2)c1 | -8% | -1% |
| COc1ccc(C2Nc3ccccc3C(=O)N2Cc2cccc(C(F)(F)F)c2)cc1COc1ccc(NC(C)=O)cc1 (stereo not given) | ? | -15% |
| Nc1ccccc1S(=O)(=O)Nc1cccc2cccnc12 | ? | ? |
| COc1cc(N2C(=O)c3ccccc3C2=O)c2ncccc2c1 | -4% | 4% |
| Cc1ccc(NS(=O)(=O)c2ccc3[nH]c(=O)[nH]c3c2)cc1C | -20% | -1% |
| O=S(=O)(c1ccc(C(F)(F)F)cc1)N1CCN(S(=O)(=O)c2ccc3c(c2)OCCO3)CC1 | -15% | -3% |
| Cc1cc2c(s1)c1cnn(Cc3c(F)ccc(F)c3Cl)c(=O)c1n2C | 5% | -4% |
| O=C(OCC#CCSc1nnc(-c2cccc3ccccc23)o1)c1ccc(F)c(F)c1 | 10% | -3% |
| O=C(NCc1nnc(-c2cc3ccccc3[nH]2)o1)c1ccccc1 | 8% | -2% |
| COc1ccc(C)cc1NC(=O)C(OC(=O)CNC(=O)c1ccccc1)c1ccccc1 (stereo not given) | -1% | -5% |
| COc1cc(NC(=O)C(OC(=O)CNC(=O)c2ccccc2)c2ccccc2)cc(OC)c1 (stereo not given) | -18% | -3% |
| CCOc1ccccc1-c1nnc2n1N=C(c1cc(OC)ccc1OC)CS2 | -8% | 2% |
| COc1ccc(C2Nc3ccccc3C(=O)N2Cc2ccccc2)cc1COc1ccc(NC(=O)c2ccccc2)cc1 (stereo not given) | -9% | -2% |
| O=C(NNc1ccccc1C(F)(F)F)c1sccc1Cl | 3% | 1% |
| Cc1ccc(S(=O)(=O)N2CCN(c3nc(-c4cncn4C)nc4ccccc34)CC2)cc1 | -10% | -1% |
| Cc1noc(C)c1-c1ccc2ncnc(NCc3ccccc3C(F)(F)F)c2c1 | ? | 5% |
| CCCN1CNc2c(c(=O)[nH]c(=S)n2CCc2cc(C)ccc2C)C1 | 2% | 8% |
| CC(C)c1cc2c(s1)c1cnn(Cc3ccccc3F)c(=O)c1n2C | ? | -3% |
| COc1cccc(C2c3c(ncn(-c4ccc(Br)cc4)c3=N)Oc3ccc4ccccc4c32)c1 (stereo not given) | -13% | -16% |
| Cc1noc(C)c1-c1ccc2ncnc(NCc3ccc(C(F)(F)F)o3)c2c1 | ? | 2% |
| COc1ccc(C2=Nn3c(nnc3-c3ccc(OC)c(OC)c3)SC2)c(OC)c1 | ? | -6% |
| Oc1ccc(CNc2ccccc2C(F)(F)F)c2cccnc12 | ? | -1% |
| CN1CCN(C(=O)c2ccc3c(=O)n(Cc4ccc5c(c4)OCO5)c(=S)[nH]c3c2)CC1 | 5% | 13% |
| O=S1(=O)N=C(Oc2ccc(Cl)cc2)c2ccccc21 | -1%[65.3 µM] | -4%[65.3 µM] |

Screening results from PubChem BioAssay.
